Tau fibril FP: inhibitors of human tau fibril formation; P10636; K18 P301L tau heparin fibrillization, Alexa594 FP, 6 h; Potency, µM (series often up to 57.7 µM), for inactives: at the top dose activity, negative = inhibition, most hits filed as inhibitors; 0.39% of 280,000 active; also: potency is read from the fitted curve at half-maximal effect; % is scaled to controls: 0 for no effect and ±100 for the full control effect; nearly all actives have a fitted effect of over 55% in size
Target sequence (P10636 561-689 P618L limits assumed): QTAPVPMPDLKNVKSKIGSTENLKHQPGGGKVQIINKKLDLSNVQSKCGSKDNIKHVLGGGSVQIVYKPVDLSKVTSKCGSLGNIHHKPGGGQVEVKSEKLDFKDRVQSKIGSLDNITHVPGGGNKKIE
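K18 P301L tau (15 uM unlabeled/0.24 uM Alexa 594-labeled, final) + compound + heparin 20 uM final; 100 mM NaOAc pH 7; 6 hr 37 C; ThT 30 uM final added, 1 hr RT; FP ex 555/em 632 nm.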
Tau fluor counter: counter-screen for tau fibril formation inhibitors. Potency, µM (doses to about 57.7 µM), without a hit: at the highest dose activity change, negative = decrease. tau K18 P301L Alexa594 fluorescence, heparin fibrillization. AID 1463. 0.93% of 280,000 active; also: potency is read from the fitted curve at half-maximal effect; % is scaled to controls: 0 for no effect and ±100 for the full control effect; nearly all actives have a fitted effect of over 55% in size
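Human tau K18 P301L (15 uM unlabeled, 0.24 uM Alexa 594-labeled) in 100 mM sodium acetate pH 7 with 20 uM heparin, 6 hr at 37 C. ThT 30 uM added, 1 hr ambient; Alexa 594 FP and total fluorescence read at 555/632 nm.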
TR SRC2 fluor cs: alters Texas Red total fluorescence, flagging assay interference. TRb/SRC2 Texas Red total fluorescence interference. Potency, µM (doses to about 106 µM), without a hit: at the top dose fluorescence change, negative = quenching. 0.29% of 280,000 active. AID 1479; active = well fitted curve in either direction with a large enough effect; inconclusive = small, poorly fitted or top-dose-only effect; also: potency is read from the fitted curve at half-maximal effect; % is scaled to controls: 0 for no effect and ±100 for the full control effect
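Human TRβ ligand-binding domain (0.6 uM) and Texas Red SRC2 peptide (20 nM) in Tris buffer with 1 uM T3 and 5% DMSO were incubated with pinned compound for 5 hr at ambient temperature. Total fluorescence was computed as S + 2P (555/632 nm).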
NPSR antagonist: antagonists of human neuropeptide S receptor cAMP signaling; Q6W5P4; 1% of 220,000 active; CHO-NPSR cells, cAMP TR-FRET, antagonist mode; Potency, µM (series often up to 38.3 µM), inactives show at the highest dose activity change, negative = inhibition, usual class: inhibitors; also: potency is read from the fitted curve at half-maximal effect; % is scaled to controls: 0 for no effect and ±100 for the full control effect; nearly all actives have a fitted effect of over 50% in size; many of its hits are not listed in these tables
Target sequence (Q6W5P4 whole entry, looked up): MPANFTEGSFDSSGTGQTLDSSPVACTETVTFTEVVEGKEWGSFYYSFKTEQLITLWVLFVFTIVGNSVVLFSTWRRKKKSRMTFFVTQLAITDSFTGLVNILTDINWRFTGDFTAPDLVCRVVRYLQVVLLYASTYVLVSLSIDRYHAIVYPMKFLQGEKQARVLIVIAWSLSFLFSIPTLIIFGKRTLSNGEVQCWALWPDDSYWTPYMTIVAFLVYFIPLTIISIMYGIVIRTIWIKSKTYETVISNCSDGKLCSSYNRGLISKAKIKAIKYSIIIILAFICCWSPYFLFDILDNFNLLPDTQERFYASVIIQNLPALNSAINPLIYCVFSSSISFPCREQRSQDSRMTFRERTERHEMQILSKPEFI
CBFb RUNX1 block: CBF-beta/RUNX1 interaction disruption. AlphaScreen CBFb-His/RUNX1-biotin binding, biochemical. Potency, µM (series often up to 59.8 µM), inactives show top-dose activity, negative = inhibition, most hits filed as inhibitors. 230,000 tested, under 10 active. Q01196+Q13951; also: % of control where 0% means no effect
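Read-out: AlphaScreen. Format: His-CBF-beta with biotinylated RUNX1 (30 nM each) preincubated 20 min, compound 15 min, Ni-chelate plus streptavidin beads 90 min; room temperature throughout.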
TRb-SRC2 inh: inhibitors of human thyroid hormone receptor beta-SRC2 interaction; TRbeta-SRC2 peptide binding, fluorescence polarization; receptor liganded with 1 µM T3; Potency, µM (doses to about 106 µM), for the others: at the top dose activity change, negative = inhibition, usual class: inhibitors; 0.065% of 280,000 active; AID 1469;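 also: potency is read from the fitted curve at half-maximal effect; plate controls were bound peptide for no effect and peptide without receptor for full effect; nearly all actives have a fitted effect of over 50% in size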
Target sequence (P10828 whole entry, looked up): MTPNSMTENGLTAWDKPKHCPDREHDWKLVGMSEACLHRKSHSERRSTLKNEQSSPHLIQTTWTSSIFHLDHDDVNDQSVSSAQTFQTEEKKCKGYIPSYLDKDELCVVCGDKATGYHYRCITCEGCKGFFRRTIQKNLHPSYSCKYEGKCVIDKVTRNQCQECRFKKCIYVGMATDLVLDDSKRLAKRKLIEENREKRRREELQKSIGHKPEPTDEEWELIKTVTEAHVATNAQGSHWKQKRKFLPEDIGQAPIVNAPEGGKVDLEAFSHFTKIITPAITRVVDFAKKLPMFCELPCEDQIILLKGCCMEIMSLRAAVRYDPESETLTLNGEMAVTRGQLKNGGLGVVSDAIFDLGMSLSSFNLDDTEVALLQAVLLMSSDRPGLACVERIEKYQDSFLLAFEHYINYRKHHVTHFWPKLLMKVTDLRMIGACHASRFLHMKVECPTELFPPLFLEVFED
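Polarization signal, normalized between peptide-alone and full complex controls, measured compound effects on T3-liganded human TRb LBD (0.6 uM) binding 20 nM Texas Red SRC2 peptide after 5 hr.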
aGal spleen mod: inhibitors or activators of human alpha-galactosidase in spleen homogenate; 0.008% of 240,000 active; human spleen homogenate, 4MU-alpha-Gal fluorescence, 40 min; Potency, µM (highest dose often 80 µM), without a hit: top-dose activity change, negative = inhibition, actives largely listed as inhibitors;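 also: potency is read from the fitted curve at half-maximal effect; 0% = enzyme with vehicle and -100% = no enzyme basal signal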
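Spleen homogenate 1 ug + cpd (titration) + 4-MU-alpha-D-galactopyranoside 1 mM; 37C 40 min; 50 mM citrate/phosphate pH 5.0, 0.01% Tween-20; stop pH 10; fluorescence 365/440; AC50 via Hill.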
Epigenetic reg: derepresses silenced GFP reporter in murine cells; murine LDR cells, GFP reporter derepression, 30 h; Potency, µM (doses to about 53.9 µM), for inactives: top-dose GFP activation, most hits filed as activators; 0.2% of 280,000 active; AID 1865; also: potency is read from the fitted curve at half-maximal effect; % of control where 0% means no effect; nearly all actives have a fitted effect of over 60% in size
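In this reporter-derepression format, murine cells bearing a silenced integrated CMV-GFP locus incubate with test compound (30 h, 37 C), then are washed and imaged; fluorescent objects of 20–120 um count as induced cells.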
* marks the source's active call; other numbers are inactive results; ? = inconclusive; nt = no result given; & = joins results of further samples; [ ] = dose if it differs, or a comment. Unless noted, calls follow the shape of the dose curve; as a rule, active = well fitted curve in the direction sought with a large enough effect; inconclusive = small, poorly fitted or top-dose-only effect, or another doubt; inactive = no such curve, though single readings can be large; an effect the other way counts as inactive or inconclusive.

item | SMILES | Tau fibril FP | Tau fluor counter | TR SRC2 fluor cs | NPSR antagonist
1 | CCOc1ccc(-n2c(Cc3ccccc3)nnc2SCc2nc(-c3ccccc3C)no2)cc1 | 2% | -14% | ? | nt
2 | CN(C)c1ccc(NC(=O)N2CCOCC2)cc1 | 1% | 0% | -1% | -9%[46.1 µM]
3 | COc1ccc(CNS(=O)(=O)c2cc3c4c(c2)CCN4C(=O)CC3)cc1 | -5% | 6% | -2% | nt
4 | Nc1[nH]n2c(=O)cc(-c3ccccc3)nc2c1N=Nc1ccc(S(N)(=O)=O)cc1 | 3% | ? | ? | 17%
5 | COc1ccc(-c2nc(CCNC(=O)c3ccccc3)cs2)cc1OC | -12% | -17% | 3% | nt
6 | N#CCCN(C(=O)CSc1nc2nc(-c3cccs3)cc(C(F)(F)F)c2c(=O)[nH]1)c1ccccc1 | -2% | 1% | -5% | 58%
7 | Cc1c(N=Cc2c(O)n(Cc3ccco3)c(=O)c3ccccc23)c(=O)n(-c2ccccc2)n1C | 8%&21% | ? | -6%&-12% | -28%&-20%[46.1 µM]
8 | CC(=O)N1CCc2cc(S(=O)(=O)CCC(=O)NCc3cccs3)ccc21 | -9% | -2% | -1% | -2%[46.1 µM]
9 | CCn1ccc(C(=O)Oc2ccc(Cl)cc2)n1 | -2% | -6% | -2% | -6%[46.1 µM]
10 | FC(F)(F)COc1nc(N2CCCCC2)nc(N2CCNCC2)n1 | 11% | 16% | -3% | 6%[46.1 µM]

item | CBFb RUNX1 block | TRb-SRC2 inh | aGal spleen mod | Epigenetic reg
1 | nt | 0% | nt | -1.9%
2 | -13% | -10% | 8% | -1.0%
3 | nt | -8% | nt | -0.3%
4 | ? | 10% | 1% | 0.1%
5 | nt | 5% | nt | 0.0%
6 | 6% | 0% | 8% | -0.3%
7 | -10%&-11% | -1%&-2% | 3%&-1% | 2.6%&-0.8%
8 | 10% | -14% | 7% | 0.0%
9 | 0% | 2% | -10% | 0.0%
10 | 9% | 1% | 13% | 0.0%

(continued)
item | SMILES | Tau fibril FP | Tau fluor counter | TR SRC2 fluor cs | NPSR antagonist
11 | COc1cc(NC(=O)Cn2c(-c3ccccc3)cc(C(C)=O)c2C)cc(OC)c1 | -5% | -26% | 1% | nt
12 | Cc1ccc(C)c(CN2C(=O)c3ccccc3S(=O)(=O)c3ccc(C(=O)N4CCCCC4)cc32)c1 | 0% | -15% | -2% | nt
13 | O=C(O)c1ccc(Cl)c(S(=O)(=O)Nc2ccc3[nH]c(=O)[nH]c3c2)c1 | ? | ? | -11% | -1%
14 | CC(C)(C)OC(=O)N/N=C/c1ccc(C(=O)O)cc1 | ? | 1% | -23% | 0%[46.1 µM]
15 | O=c1oc(-c2ccccc2[N+](=O)[O-])nc2ccccc12 | ? | -9% | -2% | 14%[46.1 µM]
16 | O=C1C(c2cc(=O)c3ccccc3[nH]2)=C(O)c2ccccc21 | 10% | -10% | -26% | -22%
17 | Cc1ccc(Nc2nnns2)cc1 | -9% | -4% | 0% | 9%[46.1 µM]
18 | COC(=O)Cc1ccc(NC(=S)NC2CC2)cc1 | ? | -8% | 2% | 16%
19 | Cc1ccccc1CNC(=O)Nc1ccc2c(c1)N(C)C(=O)c1ccccc1S2 | -12% | 9% | 0% | nt
20 | CCOCCCNC(=O)CN1C(=O)/C(=C\c2ccc(C)cc2)Sc2ccccc21 | 7% | -15% | 0% | -16%

item | CBFb RUNX1 block | TRb-SRC2 inh | aGal spleen mod | Epigenetic reg
11 | nt | -1% | nt | 0.0%
12 | nt | 0% | nt | 1.1%
13 | ? | -10% | 6% | 2.1%
14 | 2% | 6% | -6% | 0.0%
15 | 3% | 0% | -6% | -0.9%
16 | -20% | 15% | -4% | 0.0%
17 | 1% | -6% | -8% | 1.2%
18 | 4% | -7% | 4% | 0.0%
19 | nt | -2% | nt | -0.3%
20 | -1% | -8% | 8% | 2.2%

(further entries)
item | SMILES | Tau fibril FP | Tau fluor counter | TR SRC2 fluor cs | NPSR antagonist
21 | O=C1CN(C(=O)COc2ccc(F)cc2Cl)c2ccccc2N1 | 2% | -12% | 0% | 9%
22 | O=S1(=O)C=C(SCCN2CCCCC2)c2ccccc21 | -4% | -4% | 0% | -1%[46.1 µM]
23 | COc1ccc(/C=C2\Oc3cc(OC(=O)N4CCOCC4)ccc3C2=O)cc1 | 12% | -15% | -6% | 3%
24 | O=C(Nc1ccccc1)C1=C[C@@H](c2ccc(Br)cc2)C[C@@H](OCc2ccc(CO)cc2)O1 | 12% | -21% | -1% | ?
25 | CCN1CCN(C(=O)c2ccc(COc3ccc(Cl)cc3)o2)CC1 | -1% | -6% | -1% | -11%[46.1 µM]
26 | CCNc1nc(NCC)nc(Oc2ccc(C(=O)OC)cc2)n1 | -1% | -1% | 1% | -7%
27 | O=C(Cn1cnc2ccccc21)N/N=C/c1ccccc1 | 3% | 8% | 0% | 16%
28 | COC(=O)c1cccc(C23CC4(C2)[C@H](CN(C)[C@@H]4c2ccccc2)C3c2ccc(Cl)nc2)c1 (stereo not given in full) | -6% | -4% | -1% | nt
29 | O=C1c2ccccc2C(=O)N1CCSC(=S)N1CCOCC1 | -3% | 5% | -4% | -5%[46.1 µM]
30 | N#Cc1ccc(C(=O)Nc2ccc(Cl)c(-c3nc4cc(Cl)ccc4o3)c2)c(F)c1 | ? | ? | -12% | nt

item | CBFb RUNX1 block | TRb-SRC2 inh | aGal spleen mod | Epigenetic reg
21 | 12% | 2% | 1% | 0.5%
22 | 1% | -4% | -1% | 5.2%
23 | 9% | -2% | 1% | 1.1%
24 | 9% | -5% | 5% | -1.3%
25 | 0% | -2% | 4% | -0.9%
26 | 4% | 4% | 2% | -1.0%
27 | -15% | 9% | 0% | -3.8%
28 | -5% | -1% | -24% | 0.2%
29 | -1% | -4% | 9% | 0.0%
30 | nt | 6% | nt | ?

Next results
item | SMILES | Tau fibril FP | Tau fluor counter | TR SRC2 fluor cs | NPSR antagonist
31 | Cc1ccc(C)c(CN2CCCN(CC(=O)Nc3ccc(C)c(C)c3)S2(=O)=O)c1 | 1% | -9% | 1% | nt
32 | COc1c(O)ccc(/C=N/NC(=O)c2ccc3c(c2)OCCO3)c1[N+](=O)[O-] | -5% | -9% | -5% | 7%[7.67 µM]
33 | C=CCOc1ccc2ccccc2c1/C=N/O | -4% | -12% | 1% | -12%[46.1 µM]
34 | CC1=C(C(=O)NCc2ccccc2)C(c2ccc(C)o2)n2ncnc2N1 (stereo not given) | -4% | -6% | 1% | 3%[46.1 µM]
35 | COc1ccc(NC(=O)Nc2ccccc2F)c([N+](=O)[O-])c1 | 3% | -1% | -4% | -6%
36 | Cn1c(=O)c2c(ncn2C[C@@H](O)CO)n(C)c1=O | nt | nt | -2%[53 µM] | nt
37 | CC(C)Oc1ccc(C(CC(=O)NCCCN(C)C)c2ccc(F)cc2)cc1 (stereo not given) | -2% | -6% | -6% | 17%
38 | O=C(Nc1ccc2sc3ccccc3c(=O)c2c1)c1ccccc1Cl | -7% | -23% | -2% | -22%[46.1 µM]
39 | CC1=C(C(=O)Nc2ccc(F)cc2)C(c2ccc(N(C)C)cc2)NC(=O)N1 (stereo not given) | -2% | -6% | -1% | nt

item | CBFb RUNX1 block | TRb-SRC2 inh | aGal spleen mod | Epigenetic reg
31 | nt | 5% | nt | -0.3%
32 | 0% | -2% | -6% | -1.4%
33 | -1% | -16% | 10% | -1.3%
34 | 4% | 3% | 2% | 0.0%
35 | 4% | -9% | -6% | 1.2%
36 | 3%[21.7 µM] | -2%[53 µM] | -28%[29.1 µM] | -0.3%[16.9 µM]
37 | -5% | -6% | -3% | -1.6%
38 | 24% | 5% | -9% | -0.4%
39 | nt | 10% | nt | -3.7%

Arranged by number of heavy atoms (highest first): 10 of the compounds above.
item | SMILES | Tau fibril FP | Tau fluor counter | TR SRC2 fluor cs | NPSR antagonist
28 | COC(=O)c1cccc(C23CC4(C2)[C@H](CN(C)[C@@H]4c2ccccc2)C3c2ccc(Cl)nc2)c1 (stereo not given in full) | -6% | -4% | -1% | nt
30 | N#Cc1ccc(C(=O)Nc2ccc(Cl)c(-c3nc4cc(Cl)ccc4o3)c2)c(F)c1 | ? | ? | -12% | nt
37 | CC(C)Oc1ccc(C(CC(=O)NCCCN(C)C)c2ccc(F)cc2)cc1 (stereo not given) | -2% | -6% | -6% | 17%
39 | CC1=C(C(=O)Nc2ccc(F)cc2)C(c2ccc(N(C)C)cc2)NC(=O)N1 (stereo not given) | -2% | -6% | -1% | nt
34 | CC1=C(C(=O)NCc2ccccc2)C(c2ccc(C)o2)n2ncnc2N1 (stereo not given) | -4% | -6% | 1% | 3%[46.1 µM]
38 | O=C(Nc1ccc2sc3ccccc3c(=O)c2c1)c1ccccc1Cl | -7% | -23% | -2% | -22%[46.1 µM]
35 | COc1ccc(NC(=O)Nc2ccccc2F)c([N+](=O)[O-])c1 | 3% | -1% | -4% | -6%
27 | O=C(Cn1cnc2ccccc21)N/N=C/c1ccccc1 | 3% | 8% | 0% | 16%
36 | Cn1c(=O)c2c(ncn2C[C@@H](O)CO)n(C)c1=O | nt | nt | -2%[53 µM] | nt
33 | C=CCOc1ccc2ccccc2c1/C=N/O | -4% | -12% | 1% | -12%[46.1 µM]

item | CBFb RUNX1 block | TRb-SRC2 inh | aGal spleen mod | Epigenetic reg
28 | -5% | -1% | -24% | 0.2%
30 | nt | 6% | nt | ?
37 | -5% | -6% | -3% | -1.6%
39 | nt | 10% | nt | -3.7%
34 | 4% | 3% | 2% | 0.0%
38 | 24% | 5% | -9% | -0.4%
35 | 4% | -9% | -6% | 1.2%
27 | -15% | 9% | 0% | -3.8%
36 | 3%[21.7 µM] | -2%[53 µM] | -28%[29.1 µM] | -0.3%[16.9 µM]
33 | -1% | -16% | 10% | -1.3%

High-throughput results as filed in PubChem BioAssay.

Not all compounds are listed; the hit share may differ from the screen's.
